Compound activity from PubChem BioAssay.
NOD1 inhibition – NOD1 signaling inhibitors, primary screen, cell-based, luminescence, uHTS (AID 1578); NOD1-driven NF-kB luciferase reporter cells, luminescence; higher % means a stronger effect; one-dose inhibition, % at 4 µM; EC50 in µM for titrated hits; hit rate 1% among 290,000; in the data active = inhibition mostly above about 36%, no sharp cut-off; inactive = mostly below about 34%;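 note: HEK-293T reporter cells stimulated with the NOD1 agonist gamma-tri-DAP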
HEK293 NOD2/NF-kB – NOD2 signaling inhibitors, cell-based, luminescence, uHTS, HEK293 (AID 1566) | inhibition, % at 4 µM, or EC50 in µM where a hit was titrated | HEK293 NOD2/NF-kB luciferase reporter, luminescence; higher % means a stronger effect | hit rate 0.63% among 290,000; note: many of its hits are not listed in these tables
KOR beta-arrestin-1 – KOR agonists, beta-arrestin recruitment, primary screen, cell-based, luminescence, uHTS (AID 1777); hit rate 0.02% among 280,000; activation, % at 10 µM; hits with a dose series show EC50 in µM; KOR beta-arrestin recruitment, luminescence; higher % means a stronger effect; in the data active = activation above about 50%, passing the limit was not always enough; note: a part of the inactive calls stands beside numbers as strong as those of hits
Yfh1-depleted yeast – enhancers of respiration in Yfh1-depleted yeast, dose response, Friedreich's ataxia, plus single-dose screen (AID 1465) | S. cerevisiae Yfh1-off respiration, WST-1 reduction, 72 h; higher fold induction means a stronger effect | fold induction at 50 µM, or EC50 in µM where a hit was titrated | hit rate 0.074% among 220,000;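 active = fold induction of absorbance versus untreated yeast above a set limit, then at least 30% activation at any dose in follow-up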;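 note: activators that raise dye reduction in frataxin-depleted yeast; strong numbers were not always called active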
NS5 inhibitors – flavivirus cap methylation enzyme inhibition – biochemical, confirmation dose response, primary screen (AID 588689) | Dengue-2 NS5 methyltransferase capping enzyme assay, biochemical; higher % means a stronger effect | inhibition, % at 25 µM; hits with a dose series show IC50 in µM | hit rate 0.3% among 340,000; in the data active = a potency from the dose series
AID2073 – disruptors of CaV2.2 binding to Mint1 – biochemical, HTRF (AID 2073). HTRF protein-protein interaction, Mint1-CaV2.2; higher % means a stronger effect. one-dose inhibition, % at 20 µM; IC50 in µM for titrated hits. hit rate 0.19% among 290,000; in the data active = inhibition mostly above about 51%, no sharp cut-off; note: some results filed as inactive read as strong as hits
West Nile virus CPE – inhibition of WNV-induced cytopathic effect – cell-based, CPE readout (AID 1621); West Nile virus-infected cells, CPE inhibition; higher % means a stronger effect; hit rate 0.02% among 290,000; CPE inhibition, % at 10 µM, or IC50 in µM where a hit was titrated; in the data active = a potency from the dose series; note: strong numbers were not always called active
KOR beta-arrestin-2 – kappa opioid receptor blockers – cell-based, luminescence, uHTS (AID 1778); KOR beta-arrestin recruitment, luminescence, antagonist mode; higher % means a stronger effect; inhibition, % at 10 µM, or IC50 in µM where a hit was titrated; hit rate 0.091% among 290,000; note: strong numbers were not always called active
HIV peptide binding – inhibitors of HIV fusion peptide binding, primary screen, biochemical, uHTS, fluorescence dequenching (AID 1986); cell-free peptide binding, fluorescence dequenching, 30 min; higher % means a stronger effect; one-dose inhibition, % at 20 µM; IC50 in µM for titrated hits; hit rate 0.3% among 290,000; in the data active = inhibition mostly above about 52%, no sharp cut-off; inactive = mostly below about 76%; note: some results filed as inactive read as strong as hits
NS5 inhibitors pilot replicate – also measured in NS5 inhibitors; calls as there; inhibition, %; measured here: pilot screen replicate inhibition
Active calls of the source: *; i = inactive; nt = no result given; [ ] = remark or other dose. Cut-off read from the data, not from the text of the source, unless noted: active = inhibition above about 50%; inactive = the rest. These rows are one share of the data; count on the stated rates, not on these rows.

SMILES | NOD1 inhibition | HEK293 NOD2/NF-kB | KOR beta-arrestin-1 | Yfh1-depleted yeast | NS5 inhibitors | AID2073 | West Nile virus CPE | KOR beta-arrestin-2 | HIV peptide binding | others
CCn1c(SCC(=O)NNC(=S)Nc2ccc(C)cc2)nnc1-c1ccc(Cl)cc1 | -1% | 26% | -1.6% | i | -4% | -5% | -0.8% | -43% | 1.1%
CC1(C)C2CCC1(C)C(OC(=O)c1ccc(O)cc1)C2 (configuration not stated) | -15% | 9% | 29% | nt | -1% | -8% | nt | -8% | 3.7%
NC(=S)NC1CC2CC1C1C=CCC21 (configuration not stated) | -5% | -6% | -3.3% | i | 1% | 6% | 0.2% | -16% | 0.3%
Clc1ccccc1CSc1ncn(-c2ccccc2)n1 | -22% | 14% | 2.0% | i | 1% | -3% | 1.9% | -12% | -1.9%
Cc1cc(N2CCN(c3ccc(F)cc3)CC2)nc(-c2ccccc2)n1 | -15% | 8% | 1.0% | i | -4% | 17% | -0.6% | -40% | -0.3%
COc1ccccc1OCCCOc1ccc(/C=C2\SC(=O)NC2=O)cc1OC | 54% | 32% | 3.5% | nt | 10% | 10% | -0.9% | 18%[20 µM] | 38%
Cc1cc(Cl)ccc1NNC(=O)c1c(C)noc1C | -7% | -96% | 0.1% | i | -9% | -15% | -1.2% | -7% | -3.6%
Cc1ccc(CN(C)C2CCN(C)CC2)cc1 | -22% | -21% | -0.8% | nt | -10% | 10% | -0.6% | -53%[20 µM] | -0.8%
CCN1CCN(C(=O)/C(C#N)=C/c2ccc(OC(F)F)cc2)CC1 | -11% | 2% | -3.9% | i | -8% | 5% | 1.3% | 37% | -0.6%
CCN(CC)CCNC(=O)c1ccc(NC(=O)c2cccc(S(=O)(=O)Nc3ccc(C)cc3)c2)cc1 | 9% | 12% | 2.3% | i | -1% | 9% | -0.4% | 23% | 5.1%
COc1ccc(C2=NOC(C(=O)NCc3ccc(F)cc3)C2)cc1OC (configuration not stated) | -49% | -38% | 2.8% | nt | 2% | 4% | nt | -146% | 1.0%
Cc1cccc(CSCc2ccc(C(=O)NC(C)C)o2)c1 | -7% | 18% | -0.4% | nt | -2% | -3% | -0.8% | 22% | -1.9%
Cc1ccc(NC(=O)C2CCN(S(=O)(=O)c3c(C)n[nH]c3C)CC2)c(C)c1 | -5% | 28% | -1.8% | nt | -3% | 10% | 0.5% | -13% | -0.5%
CNc1nc2ccccc2n(C)c1=O | -16% | 4% | -5.8% | i | 0% | 24% | -0.1% | 16% | 1.7%
CC(C)(C)c1ccc(/C=N/Nc2nncn2N)cc1 | -9% | 13% | 0.7% | nt | -3% | -2% | 0.3% | -18%[20 µM] | -1.4% | NS5 inhibitors pilot replicate=-7.6
CCCCN1C[C@H](O)[C@@H](O)[C@H](O)[C@H]1CO | -12% | 6% | -1.1% | i | -21% | -4% | -0.2% | 6% | 1.6%
O=C(OCc1cc([N+](=O)[O-])cc2c1OCOC2)c1ccc2ccccc2n1 | -38% | 1% | 6.4% | i | -1% | 3% | 0.0% | -39% | -0.6%
Cc1ccsc1C(=O)Nc1nnc(-c2ccco2)o1 | -9% | 14% | 1.8% | i | -7% | 5% | 1.3% | -17% | 4.9%
Cc1nnc(SCC(=O)Nc2nc(C(C)(C)C)cs2)s1 | 9% | 22% | -1.9% | i | -1% | -8% | 0.1% | 2% | -4.3% | NS5 inhibitors pilot replicate=0.8
CC(NC(=O)/C(C#N)=C1\N=C(NC(=O)c2ccco2)c2ccccc21)c1ccccc1 (configuration not stated) | -15% | 3% | 5.7% | i | nt | 7% | -0.3% | -18% | 2.7%
O=C(Nc1ccccc1)c1[nH]ncc1[N+](=O)[O-] | -4% | 6% | -5.0% | i | -4% | -19% | -0.7% | -26% | -0.5%
Cc1ccc(CSc2nc3nc(C)cc(C)n3n2)cc1 | 5% | -3% | -2.9% | nt | -3% | -2% | 0.1% | -13% | 0.4% | NS5 inhibitors pilot replicate=-1.2
O=c1c2c3c(sc2nc2n1CCCCC2)CCCCC3 | -34% | -47% | -3.0% | i | 0% | -5% | -0.7% | 34% | -1.8%
Cc1nnc(SCC(=O)NNC(=O)c2ccco2)n1-c1ccccc1 | -16% | 5% | nt | i | -7% | -4% | 0.9% | -4%[20 µM] | -0.6%
N#CCC(=O)N/N=C/c1coc2ccccc2c1=O | -5% | 3% | 1.9% | i | -16% | 36% | -0.2% | 4% | 14%

Overlap with the part before: 3 entries, then new ones.
SMILES | NOD1 inhibition | HEK293 NOD2/NF-kB | KOR beta-arrestin-1 | Yfh1-depleted yeast | NS5 inhibitors | AID2073 | West Nile virus CPE | KOR beta-arrestin-2 | HIV peptide binding | others
O=c1c2c3c(sc2nc2n1CCCCC2)CCCCC3 | -34% | -47% | -3.0% | i | 0% | -5% | -0.7% | 34% | -1.8%
Cc1nnc(SCC(=O)NNC(=O)c2ccco2)n1-c1ccccc1 | -16% | 5% | nt | i | -7% | -4% | 0.9% | -4%[20 µM] | -0.6%
N#CCC(=O)N/N=C/c1coc2ccccc2c1=O | -5% | 3% | 1.9% | i | -16% | 36% | -0.2% | 4% | 14%
O=C(NCc1ccco1)C1CC(O)CN1C(=O)Nc1ccccc1 (configuration not stated) | 14% | 1% | -0.9% | nt | 2% | 0% | 0.4% | -19% | 1.1%
COC(=O)C(Oc1ccc2c(-c3ccc(OC)cc3)cc(=O)oc2c1)c1ccccc1 (configuration not stated) | -7% | 25% | -6.3% | i | -4% | 5% | -0.2% | 36% | -2.7%
COc1ccccc1C(c1nnnn1CCc1ccccc1)N1CCCCCC1 (configuration not stated) | -14% | 13% | 2.1% | i | -2% | 16% | 0.1% | 3% | 2.3%
COCCSc1ccccc1C(=O)Nc1cccnc1 | -8% | 4% | 3.6% | i | 15% | -9% | 0.7% | 13% | 3.5%
CCc1n[nH]c2c1C(=O)CC(C)(C)C2 | -25% | -1% | -2.1% | i | 3% | -7% | 0.1% | 13% | 0.6%
O=C(NCc1ccccc1Cl)c1ccc2c(=O)n(CCCN3CCCC3=O)c(=S)[nH]c2c1 | 20% | 1% | 18% | i | -10% | -32% | 0.1% | -26% | -3.8% | NS5 inhibitors pilot replicate=-5.6
C/C(=N/OC(=O)C1CC1)c1cc(-c2ccc(Cl)cc2)no1 | -65% | -85% | -2.0% | i | 2% | 9% | -0.9% | -15% | 0.6%
O=C(NCCc1ccc2c(c1)OCCO2)c1cc2ccccc2o1 | -7% | 3% | 4.7% | i | 3% | 18% | -1.3% | 11% | -4.2%
CSCC[C@H](N)C(=O)N1CCC(C(=O)N[C@H](C)C(=O)NC(C)c2ccccc2)CC1 (some centres not stated) | 45% | 24% | -2.6% | nt | 1% | 8% | 1.4% | -5%[20 µM] | -0.8%
CNS(=O)(=O)c1cccc(C(=O)NNC(=O)c2ccc(COc3ccccc3)cc2)c1 | 1% | 11% | -0.6% | nt | -6% | 12% | -0.4% | -43% | 5.6%
CC(Sc1cccc[n+]1[O-])C(=O)Nc1cccc(S(=O)(=O)N2CCOCC2)c1 (configuration not stated) | -9% | 15% | 11% | i | -6% | -12% | -0.1% | 3% | 0.7%
CCOc1ccc(C(=O)N2CCN(C(=O)c3ccco3)CC2)cc1OCC | -30% | -2% | -4.7% | i | 6% | -4% | 1.3% | 35% | -3.2%
CCOC(=O)c1[nH]c(C)c(C(=O)OCc2c(C)noc2C)c1C | -32% | 8% | -1.4% | i | 2% | 7% | -0.4% | -46% | 3.1%
Cc1nc(CNS(=O)(=O)c2ccc3c(c2)CCCC3)cs1 | -5% | 12% | 1.9% | i | -7% | 7% | -0.1% | -22% | 3.0%
CCc1ccc(C2(O)CC(C(F)(F)F)=NN2C(=O)Cc2ccc([N+](=O)[O-])cc2)cc1 (configuration not stated) | -28% | 12% | -1.4% | i | -1% | -9% | -0.9% | 7% | 0.2%
Cc1ccc2cc3cc(C(=O)N4CCN(Cc5ccccc5)CC4)sc3nc2c1 | -13% | 12% | 22% | i | 2% | 16% | -0.6% | -36% | 5.2%
O=[N+]([O-])c1ccc(N2CCN(S(=O)(=O)c3ccc(Cl)cc3)CC2)cc1NCC1CCCO1 (configuration not stated) | 32% | 11% | 5.0% | i | -1% | 0% | 0.2% | -37% | -2.2%
COc1ccc(C(=O)Nc2ccccc2N2CCN(C(=O)C(C)C)CC2)cc1Cl | -16% | 5% | -4.9% | i | -4% | -4% | -0.5% | 40% | -0.8%
Nc1cccn2c(-c3ccc(Cl)cc3)cnc12 | -53% | -133% | -0.7% | i | -27% | 12% | 0.0% | 4% | 20%
CC(Sc1nnc(COc2ccccc2)n1Cc1ccccc1)C(=O)O (configuration not stated) | -26% | 10% | 1.6% | i | -12% | -2% | 0.1% | -7% | 1.4%
CCCOc1c(Br)cc(C(N)=O)cc1OCC | 13% | 6% | -1.6% | i | -13% | 4% | -0.1% | -53%[20 µM] | -1.3%
COC(=O)CN1C(=O)C(O)=C(C(C)=O)C1c1ccc([N+](=O)[O-])cc1 (configuration not stated) | 6% | -13% | -0.2% | i | -1% | -2% | 0.0% | -9% | -0.1%
OC1(c2cccc(C(F)(F)F)c2)CCN(CCN2CCCCC2)CC1 | -1% | -27% | 0.9% | nt | 0% | 13% | 0.8% | -12%[20 µM] | 3.7%
CC(C)CNC(=S)N1CCC(C(=O)c2ccc3c(c2)OCCO3)CC1 | -2% | 25% | -7.0% | i | -5% | -3% | -1.7% | 19%[20 µM] | -0.7%

Retrieved by structure from the list above:
SMILES | NOD1 inhibition | HEK293 NOD2/NF-kB | KOR beta-arrestin-1 | Yfh1-depleted yeast | NS5 inhibitors | AID2073 | West Nile virus CPE | KOR beta-arrestin-2 | HIV peptide binding | others
COCCSc1ccccc1C(=O)Nc1cccnc1 | -8% | 4% | 3.6% | i | 15% | -9% | 0.7% | 13% | 3.5%
CCc1ccc(C2(O)CC(C(F)(F)F)=NN2C(=O)Cc2ccc([N+](=O)[O-])cc2)cc1 (configuration not stated) | -28% | 12% | -1.4% | i | -1% | -9% | -0.9% | 7% | 0.2%
O=[N+]([O-])c1ccc(N2CCN(S(=O)(=O)c3ccc(Cl)cc3)CC2)cc1NCC1CCCO1 (configuration not stated) | 32% | 11% | 5.0% | i | -1% | 0% | 0.2% | -37% | -2.2%
